Screening results deposited in PubChem by National Center for Advancing Translational Sciences (NCATS).
DRD3 antagonist: D3 dopamine receptor (human) antagonism | hit rate 2.5% among 360,000 | P35462 | max response, negative = inhibition, % | AID 652054 | D3R cells, DiscoveRx beta-arrestin luminescence, antagonist mode; active compounds read low; in the data active = max response below about -50%; inconclusive = no clear call, values can overlap the other calls; note: % is set by controls: 0 for no effect and ±100 for the full control effect; mostly tested at two doses, the higher about 12 µM
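Cells plated overnight at 1500 cells/well, then exposed to library compounds with dopamine controls for 90 minutes at 37 degrees C. DiscoveRx reagent added for 30–60 minutes at room temperature; luminescence read, quantitative HTS format.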
GLP-1R inv ag: GLP-1 receptor (human) inverse agonism. HEK293 GLP-1R CRE-luciferase, luminescence, 24 h; GLP-1R form is constitutively active. Potency, µM (doses to about 38.3 µM), inactives show top-dose activity change, negative = inhibition, most hits filed as inhibitors. hit rate 1.6% among 410,000; note: potency is the fitted concentration of half-maximal effect; % is set by controls: 0 for no effect and ±100 for the full control effect; nearly all actives have a fitted effect of over 55% in size
Target sequence (P43220 whole entry, looked up): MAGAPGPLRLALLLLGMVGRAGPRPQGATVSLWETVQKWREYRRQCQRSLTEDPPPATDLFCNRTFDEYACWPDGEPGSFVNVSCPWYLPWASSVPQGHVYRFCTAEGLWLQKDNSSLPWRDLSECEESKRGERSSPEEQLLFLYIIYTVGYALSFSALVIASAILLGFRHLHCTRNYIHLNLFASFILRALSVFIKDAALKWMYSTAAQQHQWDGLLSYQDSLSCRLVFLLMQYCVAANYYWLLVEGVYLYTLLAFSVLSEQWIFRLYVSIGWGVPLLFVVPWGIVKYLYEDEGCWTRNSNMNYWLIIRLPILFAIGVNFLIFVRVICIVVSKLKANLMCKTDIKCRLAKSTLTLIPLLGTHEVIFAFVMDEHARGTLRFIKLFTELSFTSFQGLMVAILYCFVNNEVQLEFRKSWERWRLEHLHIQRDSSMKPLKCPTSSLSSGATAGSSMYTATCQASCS
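Cells are plated, allowed 12 hours at 37 deg C, then treated with compounds for 24 hr before luciferase detection reagent is added and luminescence is read after 12 min at room temperature. The HEK293 line carries constitutively active GLP-1R with a cAMP-responsive reporter.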
GLP1R ag: activates the human GLP-1 receptor; HEK293 GLP-1R CRE-luciferase, luminescence, 4-6 h; cells express a hypersensitive GLP-1R form; Potency, µM (series often up to 45.6 µM), inactives show at the highest dose activation, most hits filed as activators; hit rate 0.007% among 380,000; AID 624172; note: potency is the fitted concentration of half-maximal effect; % of control where 0% means no effect
aSyn rescue: inhibitors of alpha-synuclein toxicity in yeast; Yeast expressing alpha-synuclein, growth rescue, BacTiter-Glo, 24 h; Potency, µM (titrated, usually from 46.1 µM), for inactives: top-dose growth rescue (activation), hits mostly activators; hit rate 0.14% among 370,000; AID 652106; note: potency is the fitted concentration of half-maximal effect; % of control where 0% means no effect; nearly all actives have a fitted effect of over 65% in size
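Readout is rescue of growth in alpha-synuclein-expressing yeast, so inhibitors of toxicity appear as activators. Growth after 24 hr at 30 deg C in galactose medium is quantified by luminescence.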
pAkt inh: inhibitors of Akt phosphorylation; Neuro2A IGF-stimulated pAkt S473 HTRF, 20 min; active compounds read low; activity change, % for hits at 50 µM; hit rate 0.32% among 360,000; in the data active = activity change below about -80%; inconclusive = mostly about -51% to -80%; note: % is set by controls: 0 for no effect and ±100 for the full control effect
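Single-point screen (50 µM final compound) in Neuro2A cells stimulated 20 min with 6 nM IGF at 37 deg C. After lysis, Ser473-phosphorylated Akt read by HTRF (ex 330 nm, em 615/665 nm) as the 665/615 ratio.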
PTHR1 agonist: PTHR1 (human) receptor agonism | Q03431 | HEK293 GP2 PTHR1 cells, GloSensor cAMP luminescence, 1 h | Potency, µM (highest dose often 115 µM), inactives show at the top dose activation, hits mostly activators | hit rate 0.075% among 410,000 | AID 743266; note: potency is the fitted concentration of half-maximal effect; nearly all actives have a fitted effect of over 55% in size; some results filed as inactive show a strong effect at the top dose; inactives centre near -15; many of its hits are not listed in these tables
Target sequence (Q03431 whole entry, looked up): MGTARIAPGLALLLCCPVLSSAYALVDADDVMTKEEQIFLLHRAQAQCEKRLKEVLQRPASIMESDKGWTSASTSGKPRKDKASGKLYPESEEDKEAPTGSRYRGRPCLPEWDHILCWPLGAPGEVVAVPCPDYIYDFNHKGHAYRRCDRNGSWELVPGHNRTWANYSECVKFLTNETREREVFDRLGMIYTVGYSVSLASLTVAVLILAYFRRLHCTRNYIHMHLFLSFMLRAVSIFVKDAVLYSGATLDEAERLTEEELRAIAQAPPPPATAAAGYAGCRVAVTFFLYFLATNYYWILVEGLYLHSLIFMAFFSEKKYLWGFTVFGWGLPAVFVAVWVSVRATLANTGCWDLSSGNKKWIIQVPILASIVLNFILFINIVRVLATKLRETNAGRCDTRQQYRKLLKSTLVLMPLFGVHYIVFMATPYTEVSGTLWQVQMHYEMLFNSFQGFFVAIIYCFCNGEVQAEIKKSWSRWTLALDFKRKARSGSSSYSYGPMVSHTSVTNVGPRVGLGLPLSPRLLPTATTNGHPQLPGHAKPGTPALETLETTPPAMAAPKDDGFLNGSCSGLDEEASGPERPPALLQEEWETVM
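HEK-293-derived GP2 cells expressing PTHR1 and a GloSensor cAMP reporter, 3,000/well, plated overnight, given luciferin plus IBMX (each 0.5 mM as added) for 1 h at 37 °C, then compound for 1 h at 37 °C. Luminescence was read after 15 min at room temperature.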
FUS yeast rescue: rescues growth of FUS-expressing yeast. S. cerevisiae FUS-expressing, growth rescue, OD600, 24 h. Potency, µM (series often up to 76.6 µM), without a hit: at the highest dose growth rescue (activation), hits mostly activators. hit rate 0.24% among 390,000. AID 1347120;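 note: potency is the fitted concentration of half-maximal effect; plate controls were DMSO vehicle for no effect and reference control for full effect; nearly all actives have a fitted effect of over 55% in size; some results filed as inactive show a strong effect at the top dose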
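Yeast expressing FUS under galactose induction, OD 0.005 in 2% galactose medium; compounds in a dilution series, 24 h at 30C. Growth rescue by absorbance at 600 nm; CP55940 positive control, DMSO negative.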
TDP-43 yeast inh: rescues yeast growth from TDP-43 toxicity; Potency, µM (series often up to 46.1 µM), for the others: at the highest dose growth rescue (activation), most hits filed as activators; hit rate 1.8% among 410,000; TDP-43 expressing yeast growth rescue, BacTiter-Glo, 24 h; AID 652104; note: potency is the fitted concentration of half-maximal effect; % of control where 0% means no effect; nearly all actives have a fitted effect of over 50% in size
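Growth rescue of TDP-43-toxic yeast measured as ATP luminescence (BacTiter-Glo). Cells grown to mid-log in raffinose, induced in galactose at OD600=0.02, exposed to compound 24 hr at 30 deg C.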
Abeta yeast res: A-beta toxicity reversal in yeast; yeast expressing A-beta42, growth rescue, OD600, 48 h; response scale: 0% DMSO, 100% iron-clioquinol control; Potency, µM (series often up to 46.1 µM), for the others: at the top dose growth rescue, hits mostly activators; hit rate 0.063% among 410,000; AID 1347071; note: potency is the fitted concentration of half-maximal effect; nearly all actives have a fitted effect of over 55% in size
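Yeast A-beta toxicity model in growth medium with pinned compounds, 48 h at 30 C; growth read as absorbance at 600 nm. Normalized to FeCl3/clioquinol equimolar mix (positive) and DMSO (negative).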
An asterisk follows results filed as active; i = inactive; ? = inconclusive; · = not tested or not shown; [ ] = another dose, or the depositor's remark. Unless noted, calls come from the whole dose curve; as a rule, active = well fitted curve in the direction sought with a large enough effect; inconclusive = small, poorly fitted or top-dose-only effect, or another doubt; inactive = no such curve, though single readings can be large; an effect the other way counts as inactive or inconclusive.

SMILES | DRD3 antagonist | GLP-1R inv ag | GLP1R ag | aSyn rescue | pAkt inh | PTHR1 agonist | FUS yeast rescue | TDP-43 yeast inh | Abeta yeast res
COc1ccc(OC)c(NC(=O)CCOc2cccc(C)c2)c1 | -5 | ? | 13% | 13% | i | -87%[inhibitor] | 2% | 4% | -16%
Cc1nc(-n2nc(C)c(Cc3ccc(Cl)cc3)c2C)sc1C(=O)N1CCC(C)CC1 | · | 11% | · | · | · | i | 0% | 12% | -2%
Cc1cc(C)cc(Cn2c3ccc(NC(=O)NCCc4cccs4)cc3c(=O)n2C)c1 | -17 | ? | -5% | -2% | i | i | 3% | 10% | 15%
O=C(NC(=S)Nc1cccnc1)c1cccc(Br)c1 | -10 | 0% | 19% | 1% | i | -11% | 18% | 4% | 13%
COc1cc(NC(=O)C2CCCO2)c(OC)cc1NC(=O)c1ccccc1 (stereo not given) | 4 | 5% | -8% | -8% | i | -5% | 13% | -9% | -10%
CCOC(=O)C1(Cc2ccc(OC)cc2)CCN(C(=O)c2cc(C)on2)CC1 | -20 | 1% | 0% | 0% | i | i | -2% | 20% | -8%
COc1cc(OC)cc(C(=O)NNC(=O)CCC2CCCC2)c1 | -17 | 4% | 0% | 5% | i | i | · | 21% | 9%
CC(C)CNC(=O)NC(=O)COc1c(F)c(F)cc(F)c1F | ? | ? | 2% | 1% | i | i | ? | 10% | -5%
O=C(/C=C/c1ccccc1Cl)Nc1cccnc1 | 4 | 25% | -6% | -5% | i | -28% | 8% | 23% | -7%
COc1ccc(CNC(=O)Nc2cccc(C(F)(F)F)c2)cc1OC | 8 | ? | 0% | 1% | i | -16% | 6% | 1% | 10%
CCOc1ccc(NC(=O)C2CC(=O)NC(=Nc3ccc(Cl)c(Cl)c3)S2)cc1 (stereo not given) | · | -7% | -2% | -13% | · | -9% | -7% | 5% | -18%
Cc1c(C=O)c2cc(OCc3ccccc3)ccc2n1C | 0 | -10% | ? | 2% | i | i | 16% | ? | 5%
CCOc1ccc(/C=C2\NC(=S)NC2=O)cc1 | -23 | 32%[activator] | -2% | -15% | i | -23% | -4% | -6% | 6%
CC1CCCC(NC(=O)CCCCCn2c(=S)[nH]c3ccsc3c2=O)C1C (stereo not given) | 0 | 15% | -1% | 1% | i | -3% | -21% | 15% | 0%
CCOC(=O)c1cc(C#N)c(SC(C)C(=O)NC2CCCCC2)nc1C (stereo not given) | 1 | 5% | -1% | 6% | i | i | -14% | 4% | -16%
Cc1ccc(N(C(=O)c2ccccn2)C(C(=O)NC2CCCCC2)c2ccncc2)cc1 (stereo not given) | 1 | 4% | 12% | 1% | i | i | 20% | 4% | 8%
CCOC(=O)/C=C/c1ccc2c(c1)S(=O)(=O)N(Cc1ccc(OC)cc1)[C@H]2CC(=O)OCC | -19 | -7% | 8% | 0% | i | -4% | 35% | 8% | -8%
CCC(=O)N1c2ccc(S(=O)(=O)CCC(=O)N3CCN(c4cc(C)ccc4C)CC3)cc2CC1C (stereo not given) | · | 23% | -1% | · | · | -19% | 0% | 0% | -10%
Nc1nc(CSc2nc3ccccc3[nH]2)nc(N2CCOCC2)n1 | 0 | 5% | -7% | -6% | i | i | 9% | -13% | 16%
O=C(Cc1ncc(C(F)(F)F)cc1Cl)NCCc1ccccc1 | -20 | 0% | -2% | -5% | i | i | 0% | 7% | 13%
CC1CCCCN1CCNC(=O)C1CCCN(S(=O)(=O)c2cccc3nsnc23)C1 (stereo not given) | 8 | 12% | 1% | 3% | i | i | 11% | -10% | 12%
CCOC(=O)c1c(C)[nH]c2ccc(O)cc12 | -11 | 18% | -1% | -2% | i | i | 3% | 12% | 0%
O=C(c1ccc(Cl)cc1)c1c[nH]cc1-c1ccccc1 | 22 | 1% | 0% | -9% | i | -25% | 1% | 16% | 3%
O=[N+]([O-])c1ccc(NNC(=S)Nc2ccccc2)cc1 | -93* | ? | -11% | -7% | i | -29% | 24% | 8% | -14%
CN(C(=S)Nc1ccc(SC(F)F)cc1)C(c1ccccc1)c1ccccc1 | 16 | ? | -1% | -4% | i | -44%[inhibitor] | 16% | 29% | 5%
COc1ccc(/C=N/n2c(-c3ccco3)nc3ccccc3c2=O)cc1 | 21 | 25% | 3% | 1% | i | 0% | 3% | 7% | 10%
CC(C)(C)NC(=S)NNC(=O)c1ccncc1 | 6 | 8% | -1% | -6% | i | i | 20% | 0% | -11%
CC(C)=CCC[C@H](C)C[C@@H]1Cc2[nH][nH]c(=O)c2[C@@H](c2ccc(F)cc2)O1 | 1 | 5.6µM* | 6% | -10% | i | i | ? | 0% | -23%
O=C(Cc1sc(-c2ccccc2)nc1-c1ccccc1)Nc1ccc(Cl)cc1 | 29 | ? | 3% | 3% | i | i | 17% | 1% | -6%
CCOC(=O)C1CCCN(Cc2ccc(OCc3ccccc3)c(OC)c2)C1 (stereo not given) | -4 | ? | 6% | 3% | i | -7% | 0% | 1% | 13%
Cc1cc(C)c(C#N)c(SC2CCCCC2=O)n1 (stereo not given) | -25 | 8% | 5% | -4% | i | -4%[57.5 µM] | -14% | ? | -8%
C1CCc2c(nc3nnnn3c2NC2CCCC2)C1 | 20 | 6% | 1% | 4% | · | i | 6% | -13% | 4%
Cc1cc(=O)oc2cc(N3C(=O)CC(Cc4ccccc4)C3=O)ccc12 (stereo not given) | -11 | -3% | 1% | -1% | i | -23% | 11% | -16% | -10%
O=c1c2ccccc2[nH]c(=S)n1CCN1CCc2ccccc2C1 | -90* | ? | 5% | 0% | i | -1% | 13% | -24% | 0%
CCOc1ccc(NC(=O)CCS(=O)(=O)c2ccc3c(c2)n(C)c(=O)c(=O)n3C)cc1 | · | 5% | · | · | · | -17% | -21% | ? | 7%
CCCCn1c(N)c(N(CCOC)C(=O)CSc2nnc(-c3ccncc3)n2CCC)c(=O)[nH]c1=O | -7 | 15% | 7% | -8% | i | i | 26% | -10% | -2%
Cc1nsc(Nc2ccccc2)c1C#N | -1 | 8% | -4% | 7% | i | -26% | 10% | 9% | -6%
COCC(=O)N1CCC(Oc2ccc(C(=O)N(C)CCCC3CCCC3)cc2)CC1 | 7 | ? | 3% | 15% | i | -34%[inhibitor] | 22% | 18% | -12%
O=C(NCc1ccc2c(c1)OCO2)c1cccc(S(=O)(=O)N2CCOCC2)c1 | 14 | 0% | 10% | 2% | i | i | 4% | -12% | 16%
CCN(c1ccccc1)S(=O)(=O)c1ccc(NC(=S)NC(=O)c2cccs2)cc1 | -74* | ? | -6% | -2% | i | -27%[57.5 µM] | 9% | 2% | -3%

Whole records, looked up by structure.
`COCC(=O)N1CCC(Oc2ccc(C(=O)N(C)CCCC3CCCC3)cc2)CC1` across the screens: DRD3 antagonist: 7; GLP-1R inv ag: ?; GLP1R ag: 3%; aSyn rescue: 15%; pAkt inh: i; PTHR1 agonist: -34%[inhibitor]; FUS yeast rescue: 22%; TDP-43 yeast inh: 18%; Abeta yeast res: -12%
`CCN(c1ccccc1)S(=O)(=O)c1ccc(NC(=S)NC(=O)c2cccs2)cc1` across the screens: DRD3 antagonist: -74*; GLP-1R inv ag: ?; GLP1R ag: -6%; aSyn rescue: -2%; pAkt inh: i; PTHR1 agonist: -27%[57.5 µM]; FUS yeast rescue: 9%; TDP-43 yeast inh: 2%; Abeta yeast res: -3%

Next records
SMILES | DRD3 antagonist | GLP-1R inv ag | GLP1R ag | aSyn rescue | pAkt inh | PTHR1 agonist | FUS yeast rescue | TDP-43 yeast inh | Abeta yeast res
Cc1cccc(N2CCN(CCNC(=O)Nc3ccc(Cl)cc3)CC2)c1C | · | -18% | · | · | · | -16% | -1% | 5% | -9%
Cc1ccc(-c2n[nH]c(=O)c3ccccc23)c(C)c1 | 18 | -16% | 1% | 10% | i | -23% | 9% | ? | 3%
CCOc1ccc(Cc2nc(N)nc(N)n2)cc1 | 2 | 0% | ? | -1% | i | i | -18% | 1% | -24%
O=C(CC(=O)c1ccccn1)c1ccccc1 | ? | ? | -6% | 13µM* | i | -34%[inhibitor] | · | ? | ?
CC1CCC(C(=O)NC(C(=O)OCC(=O)c2ccc(Br)cc2)C(C)C)CC1 (stereo not given) | · | -15% | -3% | · | · | -27% | -4% | -1% | 3%
COc1cccc(NC(=O)CSc2nnc(CN3CCOCC3)n2C)c1 | 7 | 12% | 0% | -7% | i | -2%[57.5 µM] | 6% | -5% | 7%
CC(C)(C)C(=O)N1CCc2cc(-c3csc(N)n3)ccc21 | 4 | ? | -20% | -7% | i | -2%[57.5 µM] | ? | -6% | -9%
O=C(O)CSc1ncccc1C(=O)O | 1 | 7% | 2% | 3% | i | -1% | · | -1% | 3%
CCCOC(=O)c1cccc(NC(=O)CSc2nnc3cc(C)c4ccccc4n23)c1 | · | 3% | · | · | · | ? | 0% | 6% | -16%
Cc1ccc(S(=O)(=O)NCc2ccccc2)cc1C(=O)N1CCCCC1 | 1 | 10% | 8% | 0% | i | -5% | 8% | -7% | 2%
COc1cc(NC(=O)c2nc3ccccc3n(C)c2=O)cc(OC)c1OC | · | 38%[activator] | · | · | · | -94%[inhibitor] | -12% | 36% | -10%
CC(C)(C)OC(=O)CNC(=O)c1nc[nH]c1C(=O)N1CCN(C(=O)OC(C)(C)C)CC1 | -22 | 18% | 0% | 0% | i | -20% | -3% | 0% | -12%
N#CCC(=O)N/N=C/c1cn(Cc2ccccc2C#N)c2ccccc12 | 17 | 6% | 1% | -10% | i | i | 14% | -25% | 1%
Clc1ccc(Cl)c(-c2nn3c(COc4ccccc4)nnc3s2)c1 | 13 | 0% | -5% | -28% | i | -21% | -4% | -18% | 9%
O=C(NCCCc1ccc(F)cc1)C1CCC(=O)N(CCN2CCOCC2)C1 (stereo not given) | 0 | 16% | 9% | 4% | i | i | -4% | 1% | 5%
COc1ccc(/C=N/NC(=S)Nc2ccccc2[N+](=O)[O-])cc1O | 7 | ? | -1% | -1% | i | -19% | · | ? | -10%

These rows are one share of the data; count on the stated rates, not on these rows.
